Shn3 3UTR inh: reduction of Shn3 3'UTR firefly luciferase signal, primary screen, Schnurri-3 inhibitor project, cell-based, Clone20 osteoblasts, set 2; hit rate 0.52% among 360,000; AID 588674, 2011; Clone20 osteoblast Shn3 3'UTR firefly luciferase, 24 h; inhibition, % at 12.5 µM;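 active = mean inhibition of at least 75% with every replicate also reaching 75%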;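 note: 0% = median of neutral control wells and 100% = pilot-screen positive control compound; some compounds past the cut are filed as inactive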
COUP-TFII inh: NR2F2 transcriptional activity inhibitors, primary screen, cell-based, luciferase reporter, HEK293T, luminescence | COUP transcription factor 2 (Homo sapiens), P24468 | HEK293T NGFI-A luciferase reporter | inhibition, % at 8.6 µM | hit rate 0.7% among 370,000;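 active = inhibition above a per-plate cutoff, mean inhibition of test wells between control levels plus 3 SD, cut at about 38% in these data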;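 note: cells cotransfected with COUP-TFII expression vector driving the NGFI-A reporter; 0% = median of COUP-TF2 test wells and 100% = reporter-only cells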
C8 TRAIL sens: viability loss with TRAIL in NB7+C8 cells, primary screen, TRAIL sensitizer project, cell-based, ATPlite luminescence; inhibition (viability loss, TRAIL sensitization), % at 10 µM; hit rate 1% among 360,000; AID 624354, 2012;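 active = compounds causing at least 50% loss of cell viability in the single-dose screen, relative to plate controls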
NCOA3 inh: SRC3 coactivator transcriptional activity inhibitors, primary screen, cell-based, luminescence. hit rate 0.17% among 360,000. HEK293 GAL4-SRC3 luciferase reporter. inhibition, % at 3.6 µM;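 active = inhibition above a per-campaign cutoff, the mean of all compounds plus 3 SD, cut at about 60% in these data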;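 note: 0% = DMSO-treated cells and 100% = gossypol-treated cells at 36 µM; higher means less SRC3-driven luciferase light from the GAL4 reporter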
TROY signal inh: inhibitors of TROY-driven NF-kB signaling, primary screen, Q293 LMP1-TROYcd cells, NF-kB luciferase, uHTS; Q293 LMP1-TROYcd NF-kB luciferase reporter, 4 h; inhibition, % at 10 µM; hit rate 0.98% among 360,000;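 active = compounds whose plate-normalised and pattern-corrected inhibition of the luciferase reporter signal at the single screening dose is 50% or more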
KKLEB cytotox: cytotoxicity in KKLEB CF airway cells, primary screen, cytotoxicity control for CF NF-kB inhibitor project, cell-based, uHTS, fluorescence assay plates; AID 602141, 2011; activity change (cytotoxicity), % at 5 µM; KKLEB CF airway cells viability, ATPlite luminescence, overnight; stronger effect = lower value; cells stimulated with P. aeruginosa culture filtrate; hit rate 0.36% among 360,000;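 active = corrected activity change at or below -50% at 5 µM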
EBV LMP1 NFkB: EBV LMP1-driven NF-kappaB luciferase reporter inhibitors, primary screen, cell-based, luminescence, single point | hit rate 0.69% among 350,000 | LMP1-induced NF-kappaB luciferase reporter cells | inhibition, % at 12.5 µM | AID 504558, 2011; in the data active = inhibition above about 41%;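 note: 0% = neutral control wells and 100% = reference inhibitor control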
LRH-1 inv ag: LRH-1 (NR5A2) inverse agonists, primary screen, cell-based, luminescence, HEK293T, StAR-luciferase reporter; Nuclear receptor subfamily 5 group A member 2 (Homo sapiens), O00482; LRH-1 transfected, 24 h; inhibition, % at 3.6 µM; hit rate 0.13% among 360,000; AID 602396, 2012;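 active = inhibition above the mean inhibition of all tested compounds plus 3 SD, cut at about 73% in these data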;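 note: 0% = DMSO wells and 100% = reporter-only cells lacking LRH-1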
CF NFkB inh: inhibitors of PAF-induced NF-kB signaling, primary screen, cell-based, GFP fluorescence, uHTS; KKLEB NF-kB-GFP reporter, GFP fluorescence overnight; inhibition, % at 5 µM; hit rate 0.86% among 360,000; AID 588850, 2011;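 active = at least 50% inhibition at 5 µM, scaled per plate between neutral and stimulator controls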;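 note: PAF is a Pseudomonas aeruginosa culture filtrate used as stimulus; plate controls were PAF-stimulated DMSO wells for no effect and unstimulated DMSO wells for full effect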
TWEAK Fn14 block: inhibitors of TWEAK-Fn14 signaling, primary screen, luciferase reporter cells, uHTS; TWEAK-stimulated Fn14 reporter cells, luciferase luminescence, 8 h; inhibition, % at 10 µM; hit rate 2% among 360,000; AID 1159606, 2016; in the data active = inhibition above about 50%
NCOA1 inh: SRC1 coactivator transcriptional activity inhibitors, primary screen, cell-based, luminescence; Nuclear receptor coactivator 1 (Homo sapiens), Q15788; HEK293 GAL4-SRC1 luciferase reporter; inhibition, % at 3.6 µM; hit rate 0.12% among 360,000;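 active = inhibition above the campaign mean plus 3 SD, with each screening campaign given its own cutoff, cut at about 60% in these data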;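 note: 0% = DMSO treated cells and 100% = gossypol at 36 µM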
Target sequence (Q15788 whole entry, looked up, the tested form may be a part): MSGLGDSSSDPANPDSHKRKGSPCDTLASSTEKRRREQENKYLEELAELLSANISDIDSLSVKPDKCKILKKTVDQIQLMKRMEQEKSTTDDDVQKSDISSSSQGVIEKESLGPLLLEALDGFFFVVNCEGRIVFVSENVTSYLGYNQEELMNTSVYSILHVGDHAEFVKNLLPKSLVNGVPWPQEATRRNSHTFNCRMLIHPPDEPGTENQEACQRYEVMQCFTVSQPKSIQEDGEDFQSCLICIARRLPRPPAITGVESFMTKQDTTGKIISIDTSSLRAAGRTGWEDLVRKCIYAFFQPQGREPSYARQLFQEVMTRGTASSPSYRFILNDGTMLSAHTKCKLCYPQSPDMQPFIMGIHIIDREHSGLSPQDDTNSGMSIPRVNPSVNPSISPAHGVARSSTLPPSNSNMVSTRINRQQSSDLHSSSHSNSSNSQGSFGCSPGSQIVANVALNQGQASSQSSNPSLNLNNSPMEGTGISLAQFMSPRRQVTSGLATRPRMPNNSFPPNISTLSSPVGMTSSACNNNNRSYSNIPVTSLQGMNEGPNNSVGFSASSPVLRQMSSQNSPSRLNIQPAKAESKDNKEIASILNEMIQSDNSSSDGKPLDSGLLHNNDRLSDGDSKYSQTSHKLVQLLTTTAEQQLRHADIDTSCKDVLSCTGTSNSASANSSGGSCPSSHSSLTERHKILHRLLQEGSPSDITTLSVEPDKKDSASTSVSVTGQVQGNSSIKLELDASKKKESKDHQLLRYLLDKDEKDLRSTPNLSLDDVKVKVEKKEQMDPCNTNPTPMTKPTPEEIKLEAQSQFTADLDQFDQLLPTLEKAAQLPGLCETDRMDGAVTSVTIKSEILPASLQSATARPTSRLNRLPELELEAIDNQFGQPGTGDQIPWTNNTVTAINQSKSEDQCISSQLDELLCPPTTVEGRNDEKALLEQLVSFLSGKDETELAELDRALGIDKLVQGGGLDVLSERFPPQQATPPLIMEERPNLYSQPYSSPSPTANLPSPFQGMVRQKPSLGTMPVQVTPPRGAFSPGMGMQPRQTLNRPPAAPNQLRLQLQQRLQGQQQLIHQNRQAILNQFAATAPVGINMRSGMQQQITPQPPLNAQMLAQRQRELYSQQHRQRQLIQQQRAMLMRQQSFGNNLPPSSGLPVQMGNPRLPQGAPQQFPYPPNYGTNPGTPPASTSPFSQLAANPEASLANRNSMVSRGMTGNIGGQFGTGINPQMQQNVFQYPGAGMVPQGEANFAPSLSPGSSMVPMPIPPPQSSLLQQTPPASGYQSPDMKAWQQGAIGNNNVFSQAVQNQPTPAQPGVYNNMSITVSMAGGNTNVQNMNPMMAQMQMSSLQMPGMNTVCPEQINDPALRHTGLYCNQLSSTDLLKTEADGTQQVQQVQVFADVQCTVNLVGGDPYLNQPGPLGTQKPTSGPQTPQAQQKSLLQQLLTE
An asterisk follows results filed as active; nt = not tested or not shown. A portion of the library; rates above refer to the full screens.

SMILES	Shn3 3UTR inh	COUP-TFII inh	C8 TRAIL sens	NCOA3 inh	TROY signal inh	KKLEB cytotox	EBV LMP1 NFkB	LRH-1 inv ag	CF NFkB inh	TWEAK Fn14 block	NCOA1 inh
Cc1ccc(C2CC(c3ccccc3Cl)n3nc(N)nc3N2)cc1 (stereo not given)	-2	-1	17	6	2	-3	-5	2	-3	20	-17
OCCCCCCNc1ccc(CCO)cc1	-11	-18	-11	-17	6	-13	nt	-17	-6	4	-9
CC(=O)Nc1ccc2c(COC(=O)[C@H](C)N3C(=O)C4CCCCC4C3=O)cc(=O)oc2c1 (stereo not given in full)	13	10	-1	0	7	-10	2	19	-8	-7	-5
COc1cccc(NCCC(=O)c2cccc([N+](=O)[O-])c2)c1	-62	-10	4	-79	-23	1	-34	-1	-10	-59	-89
c1ccc(C[C@H]2CNCCN2CCC23CC4CC(CC(C4)C2)C3)cc1	-13	nt	0	-4	0	-3	3	18	6	-12	-6
c1ccc(-c2nnc(OCC3CCCO3)c3ccccc23)cc1 (stereo not given)	-7	-5	6	-1	13	-3	7	-3	18	-1	-49
CC1CCN(C(=O)CSc2nnc(Cc3cccn3C)n2CCc2ccccc2)CC1	11	16	2	6	-2	0	-8	-2	2	0	5
C=CCn1c(SCc2ccccc2Cl)nnc1-c1sc2nc(C)cc(C)c2c1N	5	-10	-13	18	-2	-10	0	-5	2	14	-18
CC(C)N(C(=O)CSc1nc2ccccc2n1Cc1ccc(F)cc1)C(C)C	14	14	16	9	10	-5	-3	4	9	15	9
CCOc1ccc(NC(=O)Cn2c(=O)n(CCCC(=O)NC3CCN(Cc4ccccc4)CC3)c(=O)c3ccccc32)cc1	-14	-11	-8	8	-16	5	0	-12	1	14	4
Cc1cccc(OCc2nnc(SCC(=O)NCCc3ccccc3)o2)c1	-11	-7	-3	-6	-3	4	-1	2	-14	14	-14
Cc1cccc(C)c1NC(=O)C1CC(=O)N(C(C)C)C1 (stereo not given)	3	16	17	6	-11	-1	-1	2	2	-16	-10
Cc1cc(NC(=O)CSCC(=O)N2CCN(c3cccc(C(F)(F)F)c3)CC2)no1	3	6	4	13	-13	-13	2	-14	11	16	-1
Cc1ccc(NC(=O)CNC(=O)c2ccc3c(c2)OCO3)nc1	10	-2	-7	-9	-18	-6	4	7	8	3	-22
Cc1cccc(OCCSc2nnc(-c3ccoc3C)n2C)c1	10	10	-6	3	-8	-4	1	-31	3	-7	8
O=C1OCCN1C(=O)[C@H]1[C@H](c2ccc(F)cc2)C(c2ccccc2)=NN1c1ccc(Br)cc1	-25	nt	-8	-2	5	9	3	7	-4	25	12
Cc1nn(C)c(C)c1Sc1ccc(Br)cc1	12	20	15	10	19	-9	4	11	9	-2	-17
NC(=O)c1cccc2cc3ccccc3cc12	-9	-19	-2	9	-13	2	-6	2	-14	-28	-27
O=C(/C=C/c1ccccc1[N+](=O)[O-])NCCCn1ccnc1	13	-2	-7	12	4	13	-5	17	-6	3	4
CC(=O)c1c(C)[nH]c(C(=O)OCC(=O)N2CC(=O)Nc3ccccc32)c1C	4	-17	-1	4	-9	3	2	23	-34	1	-8
S=c1[nH]nc(-c2ccco2)n1/N=C/C=C/c1ccco1	-5	2	2	-6	9	2	13	-6	-10	26	-1
O=C(Nc1ccc2c(c1)OCO2)c1noc2c1CCCC2	-11	-12	23	-86	-12	-2	-11	-130	-22	28	-77
NC1=NC2(CCCC2)n2c(nc3ccccc32)N1	-5	-4	-9	12	12	-1	-4	0	-14	6	-10
Cc1ccc(S(=O)(=O)Nc2ccc(O)c3ncccc23)cc1	92*	10	27	18	15	-5	6	9	12	1	-22
Cn1c(=O)c2cc(NC(=S)NC3CCCCC3)ccc2n1Cc1cccc(C(F)(F)F)c1	30	34	-3	3	20	1	nt	-26	3	23	-2
O=C(CSC1=Nc2ccccc2C2CC=NN12)NCc1ccco1 (stereo not given)	15	19	0	-15	-14	-21	-16	21	9	22	-9
Cc1cccc(NS(=O)(=O)c2cc3c4c(c2)CCC(=O)N4CCC3)c1	25	6	27	-5	3	-25	0	9	28	22	-2
COC(=O)/C(C#N)=C/c1occc1C	-16	-1	1	14	-11	2	1	0	-17	12	-5
CCOc1ccccc1-c1nnc(SCC(=O)NC2CC3CCC2C3)n1CC (stereo not given)	14	2	-2	-3	0	6	-11	15	-1	4	-6
Cc1ccc(-c2[nH]nc3c2C(c2ccsc2)C(C#N)=C(N)O3)cc1 (stereo not given)	1	9	-11	5	9	4	-5	16	0	-3	-19
CCOc1ccc(NS(=O)(=O)c2ccc(C)c(C(=O)NCCCn3ccnc3)c2)cc1	-16	-2	-4	7	6	1	4	1	1	-4	6
COc1cccc(-c2nc(CS(=O)(=O)CC(=O)NCc3ccc4c(c3)OCO4)c(C)o2)c1	8	-14	0	15	14	-5	4	-14	2	26	1
C=CCN(CC=C)CCOc1ccc(OC(C)C)cc1	5	2	1	-17	-10	5	8	-17	-2	-2	-7
COc1cccc(OC)c1C(=O)Nc1nc(-c2ccccc2)cs1	2	-3	-7	9	20	0	-2	-2	-2	6	-3
Cc1ccccc1OCC(=O)OCC(=O)c1ccc(OCc2ccccc2)cc1	-26	-25	14	-21	-11	5	-4	-30	-4	1	-24
COC(=O)c1cn(-c2ccc(F)cc2)c(=O)c2ccccc12	58	-12	8	9	-3	-1	-10	30	1	-8	-5
CC(C)c1nc(C#N)c(NN)o1	-11	-38	-7	-65	21	12	-3	-177	0	21	-163
Cc1ccc(NC(=O)Nc2ncccc2C)cc1	-57	-17	14	-89	-12	-2	-36	-55	-9	-17	-63
COCOc1ccc(C=O)cc1OCOC	-7	6	-1	-15	-4	0	4	-30	-9	0	-31
O=S1(=O)N=C2CCCCCN2C(c2ccncc2)N1 (stereo not given)	0	11	23	-4	-4	-3	1	-10	-10	1	9
CCN(CC)c1ccc2c(O)cc(=O)oc2c1	15	1	11	-6	-10	10	-5	3	3	86*	-10
O=C1C=CC(=O)N1c1ccc2c(c1)Cc1cc(F)ccc1-2	40	-18	5	-28	-51	-12	5	-37	26	15	-9
COc1ccc(NC(=O)CSc2nc(C)cc(C)n2)c([N+](=O)[O-])c1	-10	20	-2	6	-10	7	-2	13	-11	18	3
COc1cccc(OC)c1OCCCCCc1c(C)n[nH]c1C	28	14	7	3	28	1	6	-9	-1	12	-2
COc1ccc(-c2nc3cccc(C)n3c2NCC2CCCO2)cc1O (stereo not given)	-15	-31	-6	-35	-25	-6	9	-26	-24	2	-20
C[C@@H]1CN([C@H](C)CO)C(=O)c2cc(NC(=O)Nc3cccc4ccccc34)ccc2O[C@H]1CN(C)Cc1ccc(C(F)(F)F)cc1	12	-3	4	-4	9	21	7	-6	-48	26	-16
CCCCNc1nc(-c2ccccc2)cc(C(F)(F)F)c1C(N)=O	0	-3	-16	1	-2	10	-8	13	-10	-16	-36
COc1ccc(-c2nc(-c3cccs3)c(-c3cccs3)[nH]2)cc1O	-2	-2	5	8	-25	6	0	16	-3	22	-2
O=C(COc1ccccc1Cl)N1CCc2ccccc21	-92	-44	27	-84	-47	-4	-17	-80	-1	-23	-78
COC(=O)C[C@H]1c2ccccc2S(=O)(=O)N1c1cccc(OC)c1	0	2	7	1	-33	9	-8	1	4	-11	1
C=CCNC(=O)CSc1nnc(-c2ccc(S(=O)(=O)N3CCCC3)cc2)n1C	-2	-2	-7	1	4	-10	-12	-2	-3	12	10
O=[N+]([O-])c1cc([N+](=O)[O-])c(Oc2cc(Cl)cc(Cl)c2)cc1NN1CCCCC1	-38	-1	11	-14	2	-5	-15	-14	31	-22	-29
O=C(CCN1C(=O)/C(=C\c2ccc(F)cc2)SC1=S)Nc1ccc(O)cc1	-1	10	-2	-3	-33	-20	-8	-5	28	-11	-32
Cc1ccc(/C=N/NC(=O)C(c2ccncc2)N2CCOCC2)cc1 (stereo not given)	6	-6	4	11	9	7	3	-4	-4	-15	8
CC1(C)C(=O)NCCN1C(=O)CC1C(=O)NCCN1CC(c1ccccc1)c1ccccc1 (stereo not given)	-4	-5	-4	-3	23	14	-6	2	-12	-7	-10
Cc1ccc(NC(=O)Nc2ccc(C(=O)N3CCOCC3)cc2)cc1	-13	7	8	20	-23	-4	7	7	17	5	-6
COCc1cccc(-c2csc(C(C)(O)c3cccc(OC)c3)n2)c1 (stereo not given)	-3	23	-15	-6	28	-11	nt	42	-13	-18	-2
COc1ccc(C2CC(c3cccc(Cl)c3)=NN2c2ccc(S(N)(=O)=O)cc2)cc1 (stereo not given)	9	-1	2	-7	-2	2	10	12	20	6	9
O=C(Nc1ccccc1C(=O)N/N=C/c1ccco1)c1ccccc1	-14	9	19	19	-4	0	-1	13	6	-12	-12
CSCC[C@H](NC(=O)Cc1c(C)c2cc3c(C)c(C)oc3cc2oc1=O)C(=O)N[C@@H](C(=O)O)c1ccccc1	0	5	-12	-24	4	2	nt	8	3	7	-50
Continuation.
SMILES	Shn3 3UTR inh	COUP-TFII inh	C8 TRAIL sens	NCOA3 inh	TROY signal inh	KKLEB cytotox	EBV LMP1 NFkB	LRH-1 inv ag	CF NFkB inh	TWEAK Fn14 block	NCOA1 inh
N#CC1=C(N)Oc2c(ccc3cccnc23)C1c1ccccc1 (stereo not given)	69	7	38	14	-21	-6	9	-10	11	30	-11
COc1ccc(CN=C2NC(=O)CC(C(=O)Nc3ccc([N+](=O)[O-])cc3C)S2)cc1 (stereo not given)	-20	-29	1	10	6	-12	3	12	8	-2	1
Cc1cc(C(=O)OCC(=O)NCc2ccco2)c(C)n1-c1ccccc1	24	-18	10	10	6	-13	3	15	9	8	-25
O=C(CCCNS(=O)(=O)c1cccc2nsnc12)NCCc1ccccc1	-12	7	-16	-19	1	3	-2	-6	-1	-5	-8
O=C(NNS(=O)(=O)c1ccc(F)cc1)C1CC(c2cccnc2)=NO1 (stereo not given)	-2	0	-13	4	14	23	5	3	-12	0	-17
CCN(C(=O)COC(=O)c1ccc2[nH]c(C)c(C)c2c1)c1c(N)n(Cc2ccccc2)c(=O)[nH]c1=O	6	-4	9	-9	-12	8	0	-2	20	-10	-3
